Assay outcomes: PubChem, several laboratories
p97 inhibitor – inhibitors of human p97 ATPase, primary screen, biochemical; Transitional endoplasmic reticulum ATPase (Homo sapiens), P55072; recombinant p97 ATPase, Kinase-Glo ATP luminescence, 3 h; inhibition, % at 8 µM; 0.42% of 220,000 active; AID 1481, 2009; in the data active = inhibition above about 15%;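 note: 0% = DMSO vehicle and 100% = wells lacking enzyme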
Target sequence (P55072 whole entry, looked up): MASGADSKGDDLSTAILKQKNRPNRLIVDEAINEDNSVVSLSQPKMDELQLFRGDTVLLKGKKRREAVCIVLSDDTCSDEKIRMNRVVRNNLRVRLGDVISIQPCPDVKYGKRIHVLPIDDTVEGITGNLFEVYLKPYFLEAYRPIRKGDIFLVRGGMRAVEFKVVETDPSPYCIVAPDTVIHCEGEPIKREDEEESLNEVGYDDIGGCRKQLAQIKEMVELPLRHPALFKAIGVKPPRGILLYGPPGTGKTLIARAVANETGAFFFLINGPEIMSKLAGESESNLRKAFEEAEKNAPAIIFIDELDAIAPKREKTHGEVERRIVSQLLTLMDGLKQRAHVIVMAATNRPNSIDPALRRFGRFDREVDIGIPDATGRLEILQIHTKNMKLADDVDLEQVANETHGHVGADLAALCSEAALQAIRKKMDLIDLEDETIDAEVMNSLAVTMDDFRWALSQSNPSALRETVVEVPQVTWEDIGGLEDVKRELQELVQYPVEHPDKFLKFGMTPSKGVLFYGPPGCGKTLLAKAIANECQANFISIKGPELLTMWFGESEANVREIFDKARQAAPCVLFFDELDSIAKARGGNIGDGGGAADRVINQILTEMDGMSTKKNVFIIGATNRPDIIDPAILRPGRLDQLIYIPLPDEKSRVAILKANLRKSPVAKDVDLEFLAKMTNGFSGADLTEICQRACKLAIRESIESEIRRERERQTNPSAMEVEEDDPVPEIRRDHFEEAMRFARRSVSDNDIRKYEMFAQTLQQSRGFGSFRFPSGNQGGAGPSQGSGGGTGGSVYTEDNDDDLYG
Furin inhibitor – human furin inhibitors, primary screen, biochemical, fluorescence intensity; P09958; purified furin, fluorogenic substrate cleavage; inhibition, % at 30 µM; 0.061% of 220,000 active; AID 463115, 2010; in the data active = inhibition above about 25%; note: inactives centre near -15
m-calpain inh – inhibitors of pig calpain II, primary screen, biochemical, fluorogenic peptide substrate, 1536-well; 0.37% of 220,000 active; purified calpain II, 30 min; inhibition, % at 16 µM;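 active = inhibition above about 50%, limit read from the data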
TbHK1 inh – Trypanosoma brucei hexokinase 1 inhibitors, primary screen, biochemical, G6PDH-coupled NADH absorbance, MLSCN library; inhibition, % at 10 µM; recombinant TbHK1, G6PDH-coupled NADH A340; hexokinase 1 [Trypanosoma brucei]; 0.11% of 220,000 active;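 active = inhibition of 50% or more in the single-dose primary screen; inactive = inhibition below 50%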
RBBP9 inh – human RBBP9 inhibitors, primary screen, biochemical, fluorescence polarization, FP-Rh probe, HTS; Serine hydrolase RBBP9 (Homo sapiens), O75884; recombinant RBBP9; inhibition, % at 7.94 µM; 0.2% of 220,000 active; AID 1515, 2009;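 active = inhibition above the campaign mean of all tested compounds plus 3 SD, cut at about 14% in these data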;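 note: plate controls were DMSO wells with RBBP9 for no effect and wells lacking RBBP9 protein for full effect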
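Material: RBBP9 protein. Amount: RBBP9 at 2.5 µM in dispensed solution, before mixing. Schedule: 30 min then 45 min, 25 °C. Medium: Tris buffer pH 8.0, NaCl, Pluronic. Measured by: fluorescence polarization. Measure: percent inhibition from mP, scaled between DMSO and no-protein wells. Replication: one well per compound.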
Runt-CBFb FRET – inhibitors of RUNX1 Runt–CBFb binding, primary screen, biochemical, FRET, Cerulean-Runt, Venus-CBFb, uHTS | AID 1496, 2009 | 0.46% of 220,000 active | Cerulean-Runt/Venus-CBFb FRET ratio 530/480, 1 h | inhibition, % at 20 µM;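 active = inhibition over about 50% at 20 µM in the single-dose screen, limit read from the data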;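 note: 0% = DMSO wells and 100% = excess unlabeled CBFb competitor control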
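Assay system: Cerulean-Runt domain / Medium: Tris 50 mM pH 7.5, KCl, K2SO4, 0.01% BSA / Timing: protein complex preformed 1 h, compound exposure 1 h, room temperature, dark / Measured by: FRET, excitation 422 nm, emission at 530 and 480 nm / Evaluation: loss of energy transfer signal / Control set: 5 µM unlabeled CBFb as full-inhibition high control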
p47phox inh – p47phox/p22phox peptide binding inhibitors, primary screen, biochemical, uHTS, NADPH oxidase regulatory subunit; inhibition, % at 24.7 µM; AID 1274, 2008; 0.53% of 220,000 active; fluorescence polarization, 2 h;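 active = inhibition above about 30%, limit read from the data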;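 note: 0% = p47phox with labelled peptide and 100% = labelled peptide alone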
Runt-SMMHC FRET – inhibitors of RUNX1 Runt–CBFb-SMMHC binding, primary screen, biochemical, FRET, Cerulean-Runt, Venus-CBFb-SMMHC, uHTS; inhibition, % at 20 µM; 0.74% of 220,000 active; Cerulean-Runt/Venus-CBFb-SMMHC FRET ratio 530/480, 1 h; Runt-related transcription factor 1 (Homo sapiens) + Core-binding factor subunit beta …;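 active = mean inhibition across duplicate retests at 20 µM reaching about 50%, limit read from the data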;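 note: 0% = DMSO wells and 100% = wells with excess untagged CBFb-SMMHC; inhibitors lower the FRET ratio by blocking Runt binding to CBFb-SMMHC; some results filed as inactive read as strong as hits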
EBV gp42 block – Epstein-Barr virus gp42 inhibitors, primary screen, biochemical, uHTS, fluorescence polarization. Glycoprotein 42 (Epstein-Barr virus (strain AG876)), Q1HVG2. Fluorescence polarization binding assay, mP read-out. inhibition, % (tested at 21.74 µM). 0.42% of 220,000 active; in the data active = inhibition above about 50%
Target sequence (Q1HVG2 whole entry, looked up): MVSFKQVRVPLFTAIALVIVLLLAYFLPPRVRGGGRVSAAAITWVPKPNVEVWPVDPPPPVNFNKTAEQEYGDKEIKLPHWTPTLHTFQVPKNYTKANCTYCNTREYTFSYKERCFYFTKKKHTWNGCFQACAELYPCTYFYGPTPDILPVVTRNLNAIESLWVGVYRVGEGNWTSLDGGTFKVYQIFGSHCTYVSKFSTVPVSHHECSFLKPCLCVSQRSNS
Numbers without * were called inactive; · = no result given; [ ] = dose if it differs, or a comment. Random draw from the library. About 2.7% of those tested had a hit in this group.

Below each compound – p97 inhibitor, Furin inhibitor, m-calpain inh, TbHK1 inh, RBBP9 inh, Runt-CBFb FRET, p47phox inh, Runt-SMMHC FRET, EBV gp42 block
[1] O=C(Cn1ccc2ccccc2c1=O)NCCC(=O)N1CCN(c2cccc(C(F)(F)F)c2)CC1
    4, -17, -20, -12, -8, -1, -14, -2, -19
[2] CCOc1cc(N2CCOCC2)c(OCC)cc1NC(=O)CSc1ncccn1
    1, -27, 2, 1, -5, 4, -4, 5, -5
[3] CCOC(=O)/C=c1\s/c(=C\c2c(OC)ccc3ccccc23)c(=O)n1CC(=O)NCC1CCCO1 (stereo not drawn)
    2, 11[20 µM], -344, -26, 0, -294, -38, -204, -15
[4] Cc1ccc([N+](=O)[O-])cc1S(=O)(=O)N(C(=O)c1ccncc1)c1ccc2oc3c(c2c1)CCCC3
    2, -19, 4, -4, -22, 2, -10, -6, -14
[5] O=C(O)COc1ccc(Br)cc1CP(=O)(c1ccccc1)c1ccccc1
    -7, -1, 15, -4, -3, -2, -10, 0, -14
[6] COc1ccc(C)cc1-n1nnnc1SCn1nnc2ccccc2c1=O
    8, -25, 7, -6, 2, -1, -10, -4, -17
[7] O=C(NNc1cccc(Cl)n1)C1CC1
    2, -25, -7, -2, -6, 1, 1, 2, 7
[8] COC(=O)c1cccc(NC(=O)C2COc3ccccc3O2)c1 (stereo not drawn)
    1, -29[20 µM], 14, 0, -8, 2, -7, 3, 10
[9] CC(C)C(C(=O)NC1=NCCS1)c1ccc(Cl)cc1 (stereo not drawn)
    4, -25, -21, 5, -1, 2, -21, 0, -11
[10] CCCC(C(=O)NC1CCCC1)N(CCCN1CCOCC1)C(=O)c1snc(C(N)=O)c1N (stereo not drawn)
    16*, -2, -106, -20, -2, -3, -9, -2, -4
[11] COc1ccc(C(NC(C)=O)c2c(O)ccc3ccccc23)cc1OC (stereo not drawn)
    5, -19, -31, -4, -3, 1, -3, -7, -12
[12] Cc1ccc(N(CC(=O)NC(C)(C)C)C(=O)CS(=O)CC(=O)Nc2ccc(F)cc2)cc1 (stereo not drawn)
    6, -29, -24, 4, -7, -2, 10, -7, -15
[13] Cc1ccc(N=Cc2ccc(N(C)C)cc2)cc1
    1, -29[20 µM], 19, -29, -10, -1, -10, -4, -15
[14] O=C1CC(Nc2ccc(N3CCOCC3)cc2)C(=O)N1c1ccccc1 (stereo not drawn)
    1, -28[20 µM], 6, 3, 5, 12, -4, 1, 0
[15] CCc1nnc(NC(=O)C2CCC2)s1
    4, -24, -8, 4, -7, 0, -16, 1, -1
[16] CC(NC(=O)CSc1cccc(C(F)(F)F)c1)c1ccccc1 (stereo not drawn)
    -1, -14, 4, 35, -5, -3, -9, -3, -11
[17] Fc1cccc(Cl)c1CNC(c1ccccc1)c1ccccc1
    2, -12[20 µM], 1, 0, 4, 1, -8, -6, -13
[18] CC(=O)n1cc(Nc2ccccc2C(=O)O)c2ccccc21
    5, -30, -220, -4, -3, 2, -2, 4, -11
[19] O=C(Nc1cccnc1)Nc1ccccc1Cl
    9, -28, -17, 6, 8, 0, -10, -7, -16
[20] c1ccc2c(c1)[nH]c1nc3nncn3nc12
    0, -11, -47, 0, 0, 0, 1, 2, 0

An excerpt from above with just Runt-SMMHC FRET, m-calpain inh and Furin inhibitor:
| nr | Structure | Runt-SMMHC FRET | m-calpain inh | Furin inhibitor |
| --- | --- | --- | --- | --- |
| 13 | Cc1ccc(N=Cc2ccc(N(C)C)cc2)cc1 | -4 | 19 | -29[20 µM] |
| 14 | O=C1CC(Nc2ccc(N3CCOCC3)cc2)C(=O)N1c1ccccc1 (stereo not drawn) | 1 | 6 | -28[20 µM] |

Continued.
Below each compound – p97 inhibitor, Furin inhibitor, m-calpain inh, TbHK1 inh, RBBP9 inh, Runt-CBFb FRET, p47phox inh, Runt-SMMHC FRET, EBV gp42 block
[21] CC(=O)C1=C(O)CC(C)(C)CC1=NCCc1nc2ccccc2[nH]1
    -1, 0, 2, 11, 0, 0, -2, -2, -5
[22] COCCn1c(SCC(=O)NC2CCCC2)nc2cccnc21
    -5, -12, 7, 7, -5, 0, -1, 2, 6
[23] CCOC(=O)C1CCN(C(=O)Cc2c(C(=O)O)[nH]c3ccccc23)CC1
    -3, -27, -5, -4, -1, -4, -8, 1, 10
[24] CCn1c(=O)cc(OCC(=O)Nc2cc(C)ccn2)c2ccccc21
    -6, -10[20 µM], 12, 5, -3, -2, 7, 0, -11
[25] CCO[C@H]1OC(C(=O)Nc2ccccc2)=C[C@@H](C2CC2)[C@@H]1CCCO
    1, -13, 19, -6, 2, 1, -1, 1, -13
[26] Cn1cc(-c2nnnn2-c2ccc(Cl)cc2)c(=O)c2ccccc21
    -3, -13[20 µM], 23, -16, 0, 1, -8, -1, 3
[27] O=C(Nc1ccc(F)c(F)c1)c1ccc2c(c1)OCO2
    5, -19, 29, 15, -8, 0, -7, 3, -13
[28] CC(C)(C)c1cc(CCC(=O)NNC(=O)c2ccco2)cc(C(C)(C)C)c1O
    7, -21, 5, 3, -2, -1, -8, -2, -12
[29] COc1cc(CNn2c(C)n[nH]c2=S)cc(Cl)c1OCc1ccccc1
    -6, -13[20 µM], 7, 4, -6, 4, -5, 8, -13
[30] Cc1sc(NC(=O)c2ccccc2)c(C#N)c1-c1ccccc1
    -4, 1, -76, 33, -12, 2, -48, 2, -14
[31] C=CCNC(=O)C1CC=CCC1C(=O)O (stereo not drawn)
    2, -20[20 µM], -6, 0, 13, 1, -13, -1, -14
[32] O=C(Nc1ccccc1)Nc1nc(-c2ccccc2)cs1
    4, -10, -10, -4, -3, 2, -3, -4, -10
[33] CCC(C)[C@@H](N)C(=O)N/N=C/c1cccc2nccnc12 (stereo partly drawn)
    -8, 2, 8, -20, -4, 1, -1, 0, -4
[34] O=C(CSc1nnc(Cc2cc(=O)[nH]c(=O)[nH]2)n1-c1ccc(F)cc1)NC1CCCC1
    1, 2, -34, -6, -4, -2, 5, -6, 20
[35] CC(C)NC(=O)Cn1c(SCC(=O)N2CCCCCC2)nc2ccccc21
    -9, -3, 5, 2, -10, -1, -3, 2, -3
[36] CCn1cc(Br)c(C(=O)Nc2cccc(SC)c2)n1
    -3, -14[20 µM], 0, 4, -11, -1, -8, -2, -12
[37] COc1ccc(C)cc1S(=O)(=O)N(C)CC(N)=O
    2, -16[20 µM], -41, 8, -1, 1, -37, -5, -8
[38] Cc1ccc(-c2n[nH]c(=O)c3ccccc23)cc1S(=O)(=O)NC(C)(C)C
    2, -25, -1, 12, 0, 0, -2, -3, -8
[39] Cc1ccc2cc(C#N)c(SCC(=O)N3CCCC3)nc2c1
    6, -21, 9, -10, 3, -1, -8, -6, -2
[40] Cc1cccc(NC(=O)CN2C(=O)S/C(=C\c3ccc(-c4cccc(C(=O)O)c4C)o3)C2=O)c1
    6, -12, -53, 11, -9, 31, -26, 54, -6
[41] COCC(C)n1c(C)cc(C(=O)COC(=O)CCc2nc3ccccc3c(=O)[nH]2)c1C (stereo not drawn)
    5, -15, 5, -2, 1, -1, -9, -6, -17
[42] O=c1c2cn[nH]c2[nH]c(=S)n1-c1ccccc1Cl
    3, -12, 4, -7, 3, 0, -2, 3, -12
[43] CCCc1cc(=O)[nH]c(SCC(=O)NC2CCCCC2)n1
    -6, -6[20 µM], 14, -5, -8, 1, 2, 22, 0
[44] COC(=O)CSc1nnc(-c2cnccn2)n1C
    3, -15[20 µM], -4, 9, -3, -2, 4, 1, -8
[45] Cc1ccc(CNC(=O)COC(=O)CCC(=O)c2cccs2)cc1
    0, -12, 15, -2, -6, 2, 4, -5, 0
[46] Cc1ccc(N(C(=O)c2ccccn2)C2(C(=O)NC3CCCC3)CCCCC2)cc1
    0, -9[20 µM], 12, -1, -2, 1, -6, -1, 6
[47] CCOc1ccc(N=C(NC#N)SCC(=O)NC2CC2)cc1
    1, -22, -14, -4, -3, 3, -17, 3, -3
[48] COCCSc1nnc(NC(=O)C(C)(C)C)s1
    1, -27[20 µM], -17, -2, -3, 0, -7, 4, -11
[49] CC(C)C(c1nnnn1C(C)(C)C)N1CCOCC1 (stereo not drawn)
    2, -4[20 µM], -37, 0, -5, 1, -16, 10, 7
[50] O=C1C(=O)N(CCN2CCOCC2)C(c2cccnc2)/C1=C(/O)c1ccccc1 (stereo not drawn)
    9, -20, 10, -9, 1, ·, -4, ·, -11
[51] COc1cc(OC)c(OC)cc1CN1CCN(Cc2ccc(SC)cc2)CC1
    5, -15, 4, 11, -1, 1, -10, 1, -14
[52] CSc1nc2nc3c(cc2c(=O)n1-c1cccc(C)c1)COC(C)(C)C3
    5, -21, -7, -25, 1, -1, 0, -4, -10
[53] CCN(CC)CCNC(=O)c1ccc(NC2=NC3CS(=O)(=O)CC3S2)cc1 (stereo not drawn)
    -6, -21, -8, -4, -3, 0, 5, -3, -11

Part of the list above in another layout:
| no. | compound | p97 inhibitor | Furin inhibitor | m-calpain inh | TbHK1 inh | RBBP9 inh | Runt-CBFb FRET | p47phox inh | Runt-SMMHC FRET | EBV gp42 block |
| --- | --- | --- | --- | --- | --- | --- | --- | --- | --- | --- |
| 49 | CC(C)C(c1nnnn1C(C)(C)C)N1CCOCC1 (stereo not drawn) | 2 | -4[20 µM] | -37 | 0 | -5 | 1 | -16 | 10 | 7 |
| 41 | COCC(C)n1c(C)cc(C(=O)COC(=O)CCc2nc3ccccc3c(=O)[nH]2)c1C (stereo not drawn) | 5 | -15 | 5 | -2 | 1 | -1 | -9 | -6 | -17 |
| 47 | CCOc1ccc(N=C(NC#N)SCC(=O)NC2CC2)cc1 | 1 | -22 | -14 | -4 | -3 | 3 | -17 | 3 | -3 |
| 46 | Cc1ccc(N(C(=O)c2ccccn2)C2(C(=O)NC3CCCC3)CCCCC2)cc1 | 0 | -9[20 µM] | 12 | -1 | -2 | 1 | -6 | -1 | 6 |
| 43 | CCCc1cc(=O)[nH]c(SCC(=O)NC2CCCCC2)n1 | -6 | -6[20 µM] | 14 | -5 | -8 | 1 | 2 | 22 | 0 |
